LGR2 antag – inhibitors of bursicon-induced LGR2 CRE-luciferase signal, primary screen, cell-based, HEK293, CRE-luciferase reporter, bursicon stimulation; bursicon-stimulated, 4 h; AID 720647, 2013; Drosophila bursicon receptor LGR2 (rickets); inhibition, % at 9.99 µM; actives 0.35% (n = 380,000);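 active means drop in luminescence signal, shown as inhibition above about 50% in the replicate tests, limit read from the data, passing the limit was not always enough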;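 further: agonist challenge used bursicon conditioned medium at about half maximal strength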
PGC1a acetyl inh – inhibitors of PGC1a acetylation signal, primary screen, cell-based, U2OS, AlphaScreen, inhibitor mode; AID 651687, 2012; actives 0.17% (n = 350,000); inhibition, % at 15.6 µM; AlphaScreen anti-acetyl-lysine; with virally co-expressed GCN5 acetyltransferase;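 active means every replicate shows inhibition of at least 40%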;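 further: 0% = neutral control wells and 100% = positive control wells; some results beyond the cut were filed as inactive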
Cneo AK release – Cryptococcus neoformans cell lysis inducers, primary screen, AK release luminescence, single concentration | lysis activity, % at 15 µM | C. neoformans lysis, adenylate kinase release luminescence, 4 h; normalised: neutral wells 0, clomiphene wells 100 | actives 0.2% (n = 360,000);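 active means mean lysis activity across replicates of at least 80%, whatever share of replicates individually reach that level; inactive means mean lysis activity below 80%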
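Assay system: log-phase C. neoformans yeast / Quantity: yeast cell density of 5 × 10^6 cells/mL / Medium: fresh YPD growth medium / Compound: single dose / Timing: static 4 h at 37 °C with compound, 1 h detection / Measured by: adenylate kinase release luminescence / Read-out: lysis from increased AK signal / Benchmarks: Clomiphene as positive lysis control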
PAX8 reporter – inhibitors of PAX8-driven TPO luciferase reporter, primary screen, RMG-I cells, single concentration. SteadyGlo, 24 h. inhibition, % at 12.6 µM. actives 1.2% (n = 360,000). AID 652154, 2013;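 active means mean replicate inhibition at least 60% with every replicate also reaching 60%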;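 further: luciferase light reporting Pax8 driven TPO promoter activity; plate controls were median of neutral control wells for no effect and mitoxantrone controls for full effect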
PglD inh – C. jejuni PglD acetyltransferase inhibitors, primary screen, biochemical, DTNB colorimetric, single point; actives 0.098% (n = 360,000); AID 602405, 2012; UDP-N-acetylbacillosamine N-acetyltransferase PglD (Campylobacter jejuni); purified PglD enzyme, DTNB colorimetric CoA detection; inhibition, % at 12.5 µM; in the data active means inhibition above about 16%, passing the limit was not always enough; further: strong numbers were not always called active
ARNT TACC3 PPI – disruptors of ARNT/TACC3 protein interaction, primary screen, biochemical, AlphaScreen, single concentration. AlphaScreen His-ARNT PAS-B/GST-TACC3 binding, luminescence; TACC3 fragment carries E629A point mutation. inhibition, % at 9.99 µM. actives 0.66% (n = 390,000);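 active means mean inhibition of replicates at least 50% and at least half of replicates each reaching 50%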;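 further: 0% = complete ARNT plus TACC3 wells and 100% = ARNT alone without TACC3; many hits fall short of the cut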
GSIS activator – GLuc luminescence reporter in INS-1E cells, primary screen for activators of glucose-dependent secretion of insulin; actives 0.61% (n = 370,000); activation, % at 16.6 µM; AID 743287, 2014; INS-1E GLuc reporter insulin secretion, 2-3 h;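 active means lowest replicate activation of at least 40%, so every replicate reaches that level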;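 further: 0% = median of neutral control wells and 100% = median of IBMX positive control wells; some compounds called inactive have numbers as strong as hits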
C2C12 statin – suppressors of statin myotoxicity in C2C12 myotubes, primary screen, cell-based, single point, plate reader; C2C12 myotubes + simvastatin, ATP luminescence, 48 h; scaled: DMSO 0, geranylgeraniol control 100; rescue of ATP level, % at 7.49 µM; actives 0.78% (n = 330,000); AID 602340, 2012;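 active means mean ATP rescue above about 67%, or every replicate alone reaching that limit, limit read from the data, passing the limit was not always enough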;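 further: myotubes were challenged with 10 µM simvastatin during compound exposure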
* = called active by the depositor; . = not tested or not shown; & = joins results of further samples.

SMILES	LGR2 antag	PGC1a acetyl inh	Cneo AK release	PAX8 reporter	PglD inh	ARNT TACC3 PPI	GSIS activator	C2C12 statin
CCc1ccc(OCC(O)CN2CCC(CN3C(=O)c4cccc5cccc(c45)C3=O)CC2)cc1 (stereo not drawn)	19	.	.	-74	.	-4	-22	14
O=C(C1=C[C@@H](c2csc3ccccc23)C[C@@H](OCc2ccc(CO)cc2)O1)N1CCN(Cc2ccc3c(c2)OCO3)CC1	10	-13&-7	-2&-3&2	55&26	-5&5&-6	35&19&-8	6	-63
CCOC(=O)c1cnn(-c2ccccc2)c1-n1cccc1C(=O)C(=O)Nc1ccccc1	.	-27	4	.	-8	18	.	15
CN(C)S(=O)(=O)c1ccc(C(=O)Nc2ccccc2F)cc1	-8	5	4	.	-3	-5	7	-23
CCC(=O)Nc1ccc2c(c1)OC[C@H](C)N(C(C)=O)C[C@H](C)[C@H](OC)CN(C)C2=O	-5	-3	-2	.	0	2	1	-17
O=C(Cc1ccncc1)NCC[C@@H]1CC[C@H](NC(=O)C2CC2)[C@@H](CO)O1	-24	4	-4	0	0	6	11	1
CCC(=O)Nc1ccc2c(c1)OC[C@@H](C)N(C(C)=O)C[C@@H](C)[C@H](OC)CN(C)C2=O	-3	7	49	.	-1	5	-3	-9
CCOCCCNC(=S)N(CCO)Cc1cc2cc3c(cc2[nH]c1=O)OCCO3	19	1	2	14	-3	16	8	11
COc1ccccc1C=NC(CO)C(O)c1ccc([N+](=O)[O-])cc1 (stereo not drawn)	.	5	3	.	-1	3	.	11
COCC(=O)N(C)C[C@H]1Oc2cc(C3=CCCC3)ccc2S(=O)(=O)N([C@H](C)CO)C[C@H]1C	7	2	-7	-30	0	6	21	9
CC1(C)Cc2c(sc3nc(SCC(=O)O)[nH]c(=O)c23)CO1	.	2	1	.	-2	-2	.	-8
CC1CCCCN1CCCNC(=O)c1c(O)nc2ccccn2c1=O (stereo not drawn)	10	-7	-2	10	-5	5	7	6
Cc1ccccc1CN(C)C(=O)CNC(=O)c1ccc2ccccc2c1	7	6	-1	-9	-1	0	-18	-3
Nc1cc(S(=O)(=O)Nc2ccccc2Cl)ccc1N1CCOCC1	6	-7	2	0	-5	-2	-17	19
O=C1CCc2cc(NS(=O)(=O)c3ccccc3)cc3c2N1CC3	-18	.	.	-15	.	6	-4	-17
CCOC(=O)C1CCN(Cc2c(C(=O)N3CCOCC3)nc3c(C)cccn23)CC1	-4	-11	3	21	4	1	1	-10
COC(=O)C1=C(O)/C(=C\c2ccc(OCC(=O)Nc3ccccc3)cc2)N=C1C	16	-6	-4	7	-3	-3	-1	104*
COc1ccccc1Nc1ncc(C(C)=O)c(C)n1	.	-24	-2	.	-1	-5	.	12
O=c1c2ccccc2c(C=Nc2cccc(O)c2)c(O)n1-c1ccc2c(c1)OCO2	.	-16	-2	.	-15	-3	.	-13
Cc1cc(C)cc(NC(=O)CN2C(=O)c3ccccc3C2=O)c1	6	13	1	19	8	-2	12	5
CCCN(CCC)C(=O)c1cc2c(=O)n3cccc(C)c3nc2s1	4	-1	1	-2	5	-4	6	6
CC1CCCCC1NC(=O)Cn1cccc1C(=O)c1ccccc1 (stereo not drawn)	-1	-19	1	-25	1	4	1	32
Cc1nc(C(F)(F)F)ccc1C(=O)N1CCC1(C)C(=O)NS(=O)(=O)c1cccc(Cl)c1 (stereo not drawn)	9	4	-1	1	-4	.	-6	21
Cc1ccc(NC(=O)c2ccc([N+](=O)[O-])o2)cc1S(=O)(=O)N1CCOCC1	10	-191	.	84*	.	.	-24	.
c1cnc(NC2C3CC4CC(C3)CC2C4)nc1 (stereo not drawn)	12	-1	0	.	-6	5	8	-39
CC(Oc1ccccc1Cl)C(=O)Nc1ccccc1C(=O)N1CCOCC1 (stereo not drawn)	-7	8	2	.	0	-1	25	-4
C#CCN(C[C@H]1[C@H](OC(=O)NCc2ccco2)[C@H](OC(=O)NCc2ccco2)C[C@H]2C(=O)N(c3ccccc3)C(=O)[C@@H]12)S(=O)(=O)c1ccc(C)cc1	14	-4	2	-8	-3	.	-10	5
CC(=O)Nc1cccc(-c2ccnc3c2CC(C)(C(=O)Nc2ccc(Cl)cc2)O3)c1 (stereo not drawn)	-19	.	2	56	0	.	-21	-37
Cc1cc(C)n(CCC(=O)N2CCCC(N3CCN(c4cccc(Cl)c4)CC3)C2)n1 (stereo not drawn)	-21	.	4	.	2	-4	.	11
O=C(NNC(=O)c1ccc(-n2cncn2)c([N+](=O)[O-])c1)c1ccccc1	-2	-7	1	-8	0	14	.	21
CCOc1ccccc1-c1cc(-c2ccc(OC)cc2)nc2c1c(=O)n(C)c(=O)n2C	.	-6	0	.	3	-2	.	-1
COc1ccc([C@H]2CC(=O)C=C(c3cc(Cl)cc(Cl)c3)C2)cc1	-10	.	-1	25	-5	-4	5	11
Cc1ccc(S(=O)(=O)CCN2C=CC(C(F)(F)F)=NCC2)cc1	14	6	1	3	-4	-2	.	-2
Cc1c(NC2=NC(C)(C)Cc3ccccc32)c(=O)n(-c2ccccc2)n1C	.	3	-3	.	-2	-6	.	.
CNC[C@@H]1Oc2ccc(NC(=O)Nc3ccccc3)cc2CC(=O)N([C@@H](C)CO)C[C@H]1C	.	0	0	-2	4	-1	.	16
CN1C(=S)N2CCCN2C1c1ccccc1 (stereo not drawn)	2	7	0	2	0	-2	-3	29
Cc1c(C(=O)OCC(=O)NCCc2ccc(S(N)(=O)=O)cc2)oc2ccccc12	-4	8	-2	5	-6	-9	5	-1
COc1ccc(/C=C/C(=O)NCCOc2ccccc2OC)cc1	2	.	.	-10	.	-10	-1	.
COc1ccc(CCNC(=O)C2(C)CCC(=O)N2Cc2ccc(C)cc2)cc1OC (stereo not drawn)	5	-2	2	4	-3	2	3	-9
C(=N\Nc1ccc2ccccc2n1)/c1ccc2c(c1)OCO2	80*	.	-1	-8	-3	13	3	-13
Cc1ccc(C)c(C(=O)c2ccccc2NC(=O)c2ccccn2)c1	.	.	-1	36	-2	-4	.	3
COc1ccccc1S(=O)(=O)N(C)C[C@@H]1Oc2ncc(-c3ccc(C)cc3)cc2C(=O)N([C@H](C)CO)C[C@@H]1C	3	7&-1	-1&-7	-1	3&-4	-4	-2&-31	15&-16
COc1ccccc1OCCn1cc(/C=C(\C#N)C(=O)NCc2cccs2)c2ccccc21	-4	-9	0	-21	-1	-7	6	.
CC(=O)c1sc(Nc2nc(C)cc(C)n2)nc1C	.	-6	-2	.	0	-2	.	2
Cc1ccc(-n2nnc(-c3cnc4ccccc4c3)n2)cc1	10	-9	-2	-91	0	3	-8	-5
O=C(O)c1cc(S(=O)(=O)N2CCN(S(=O)(=O)c3ccccc3)CC2)ccc1Cl	4	0	0	-35	2	4	4	-7
O=C(COC(=O)c1cc(-c2cccs2)nn1-c1ccccc1)Nc1cccc([N+](=O)[O-])c1	16	-1	2	10	.	-5	-2	.
COc1cc(Br)cc2cc(C(=O)N3CCCCC3C)c(=O)oc12 (stereo not drawn)	.	2	-3	0	2	-1	.	11
FC(F)(F)c1nnc(-c2ccccc2)nc1N1CCCC1	-5	.	0	9	-1	12	-4	-2
CCOC(=O)c1csc(NC(=O)c2cc(OC)c(OC)c(OC)c2)n1	.	-1	4	.	-3	-1	.	10
COc1ccc(-c2nnc(SC(C)C(=O)Nc3ccc4c(c3)OCCO4)o2)cc1 (stereo not drawn)	.	-14	-9	.	7	4	.	9
C[C@@H]1CN([C@H](C)CO)C(=O)c2cc(C3=CCCCC3)cnc2O[C@@H]1CN(C)C(=O)NC1CCCC1	10	-4	54	.	1	-3	4	2
C[C@@H]1CN([C@@H](C)CO)S(=O)(=O)c2ccc(C3=CCCC3)cc2O[C@@H]1CN(C)C(=O)c1ccc(F)cc1	-7	-6	11	12	-1	-6	22	-22
C[C@@H]1CN([C@H](C)CO)C(=O)c2cccc(NC(=O)CCCCCC(=O)Nc3ccccc3N)c2O[C@@H]1CN(C)Cc1ccc2c(c1)OCO2	-11	-5	.	-3	.	.	2	.
O=C(Nc1ccccc1)OCN1C(=O)c2ccccc2C1=O	.	0	-7	.	-9	.	.	8
CC(C)(C)c1cccc(Cn2nnc3ccccc32)c1O	1	.	-2	26	-2	-4	-19	-27
O=C1CC(c2ccccc2)CN1C(=O)c1cncc(Br)c1 (stereo not drawn)	-4	-1	.	1	.	-4	-5	.
CCOc1ncccc1C(=O)OCC(=O)N1CCN(S(=O)(=O)c2ccc(Cl)cc2)CC1	.	3	2	.	3	0	.	-3
N=c1oc2ccccc2cc1C(=O)NC1CCCCCC1	-32	.	-8	-168	-2	-4	-6	2
C=CCN(c1ccccc1)S(=O)(=O)c1ccc(Cl)c(C(=O)OCC(=O)NCCCN2CCCC2=O)c1	11	2	-7	-1	3	-4	5	-3
Additional results:
SMILES	LGR2 antag	PGC1a acetyl inh	Cneo AK release	PAX8 reporter	PglD inh	ARNT TACC3 PPI	GSIS activator	C2C12 statin
COC(=O)c1cc(S(=O)(=O)NCC2CCN(Cc3ccc(Cl)cc3)CC2)c[nH]1	1	2	1	4	-2	7	-16	-1
COc1cc(NC(=O)CCCl)cc(-n2cnnn2)c1	9	3	.	10	.	-18	-11	.
COc1ccc(S(=O)(=O)/C(C#N)=C/Nc2cccc(OC)c2)cc1	4	-2	-3	-21	3	-3	11	6
Nc1ccc2c3c(ccc([N+](=O)[O-])c13)CC2	7	-3	2	25	-8	.	.	2
Cc1ccc(Oc2ncnc3sccc23)cc1	-36	.	.	-83	.	-6	1	.
C[C@H]1CN([C@@H](C)CO)S(=O)(=O)c2ccc(C#Cc3ccncc3)cc2O[C@@H]1CN(C)C(=O)c1ccncc1	6	-18	-4	34	-2	-8	6	8
Cn1c(NC(=O)CC2CCCCC2)cc(=O)n(C)c1=O	-12	-9	-1	-6	-7	-6	6	-6
O=C(NNS(=O)(=O)c1ccccc1Cl)C1COc2ccccc2O1 (stereo not drawn)	18	3	3	-5	6	-24	-3	10

Six of the compounds above, bar-delimited.
SMILES | LGR2 antag | PGC1a acetyl inh | Cneo AK release | PAX8 reporter | PglD inh | ARNT TACC3 PPI | GSIS activator | C2C12 statin
COc1ccc(S(=O)(=O)/C(C#N)=C/Nc2cccc(OC)c2)cc1 | 4 | -2 | -3 | -21 | 3 | -3 | 11 | 6
Nc1ccc2c3c(ccc([N+](=O)[O-])c13)CC2 | 7 | -3 | 2 | 25 | -8 | . | . | 2
Cc1ccc(Oc2ncnc3sccc23)cc1 | -36 | . | . | -83 | . | -6 | 1 | .
C[C@H]1CN([C@@H](C)CO)S(=O)(=O)c2ccc(C#Cc3ccncc3)cc2O[C@@H]1CN(C)C(=O)c1ccncc1 | 6 | -18 | -4 | 34 | -2 | -8 | 6 | 8
Cn1c(NC(=O)CC2CCCCC2)cc(=O)n(C)c1=O | -12 | -9 | -1 | -6 | -7 | -6 | 6 | -6
O=C(NNS(=O)(=O)c1ccccc1Cl)C1COc2ccccc2O1 (stereo not drawn) | 18 | 3 | 3 | -5 | 6 | -24 | -3 | 10

Compound activity deposited in PubChem by Broad Institute.
